Compound activity deposited in PubChem BioAssay by several laboratories.
P. falciparum M1AAP: P. falciparum M1AAP inhibitors, biochemical, fluorogenic H-Leu-NHMec substrate, 1536-well (AID 1445). recombinant M1AAP, H-Leu-NHMec fluorogenic kinetic assay; higher % means a stronger effect. 0.42% of 220,000 active. inhibition, % at 30 µM, or IC50 in µM where a hit was titrated;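 active = primary inhibition above the hit cutoff, then over 50% inhibition at one or more dose response concentrations, cut at about 23% in these data, passing the limit was not always enough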;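 also: plate controls were DMSO full reaction for no effect and no enzyme background for full effect; strong numbers were not always called active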
Dynein transport: blocks dynein driven cargo transport along microtubules. 3617.4 mouse cells, GR-EGFP nuclear translocation imaging; test concentration mostly 20 µM; stimulated with dexamethasone, 1 µM; active compounds read low. AID 1381. z-score, hits read low. 0.47% of 220,000 active;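 active = plate z-score of nuclear minus cytoplasmic receptor signal below a set negative limit, without overly bright fluorescence or cell loss, cut at about -3.5 in these data, passing the limit was not always enough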;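 also: z-score of nuclear minus cytoplasmic ring GR-EGFP intensity difference per well; some compounds called inactive have numbers as strong as hits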
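medium = tetracycline-free induction medium containing charcoal-stripped FBS | also added = 1.0 µM final dexamethasone stimulus | schedule = 48 h induction, 1 h compound, 30 min dex at 37 °C | technique = fixed, Hoechst-stained cells imaged at 10x for EGFP | measure = GR-EGFP nuclear translocation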
Autophagy mod: alters autophagy in cells; MEF GFP-LC3 puncta imaging; test concentration mostly 10 µM; calls only at 10 µM (by protocol); 0.98% of 190,000 active; AID 463193;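 active = percentage of spot-positive cells more than 3 SD above its plate mean, without a fluorescence outlier flag or 80% toxicity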;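 also: spot-positive cell cutoff set from DMSO-treated cells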
P. falciparum M17LAP: P. falciparum M17LAP inhibitors, primary screen, biochemical, fluorogenic H-Leu-NHMec substrate, 1536-well (AID 1619); recombinant M17LAP, H-Leu-NHMec fluorogenic kinetic assay; higher % means a stronger effect; 0.38% of 220,000 active; one-dose inhibition, % at 30 µM; IC50 in µM for titrated hits;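 active = compound inhibiting the enzyme by more than half at any dose during confirmatory dose-response retesting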;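 also: plate controls were full reaction with DMSO carrier for no effect and no enzyme background for full effect; strong numbers were not always called active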
b-catenin transl: modulators of beta-catenin nuclear translocation. HeLa beta-catenin nuclear translocation, immunofluorescence imaging. AID 1665. 0.3% of 190,000 active. nuclear translocation activity, % at 5 µM;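 active = nuclear translocation activity above 50% at 5 µM, with a well cell count of 50 or more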;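 also: per-cell ratio of nuclear to cytoplasmic median beta-catenin stain intensity; plate controls were DMSO negative control for no effect and GSK-3 inhibitor IX positive control for full effect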
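test system = HeLa cells, endogenous beta-catenin | dosing = single 5 µM dose plus 0.02–20 µM confirmation series | times = compound treatment 24 h, 37°C, 5% CO2 | technique = beta-catenin immunofluorescence imaging with DAPI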
T cell modulator: T cell immune modulators affecting CD8 T cell-vesicle binding; 0.068% of 330,000 active; calls only at 7 µM; AID 2052; 2C CD8+ T cell-vesicle binding, flow cytometry; active compounds read low;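 active = response, share of CD8 T cells binding vesicles, and their 90th percentile fluorescence all below set limits, cut at about 80% in these data, passing the limit was not always enough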
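Read-out – percent CD8+ FL2 mean versus row control · System – murine 2C transgenic CD8+ T lymphocytes · Times – 1.5 h cell–vesicle binding at 37 °C, then 20 min icy labelling · Control set – naked vesicles low, QL9 vesicles with vehicle high · Detection – cytometric PE anti-B7-1 and Alexa647 anti-CD8 signals after 1% paraformaldehyde fixation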
Yfh1-depleted yeast: enhancers of respiration in Yfh1-depleted yeast, dose response, Friedreich's ataxia, plus single-dose screen (AID 1465) | 0.074% of 220,000 active | fold induction at 50 µM, or EC50 in µM where a hit was titrated | S. cerevisiae Yfh1-off respiration, WST-1 reduction, 72 h; higher fold induction means a stronger effect;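 active = fold induction of absorbance versus untreated yeast above a set limit, then at least 30% activation at any dose in follow-up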;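 also: activators that raise dye reduction in frataxin-depleted yeast; strong numbers were not always called active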
WT yeast gro inh: growth inhibition of WT yeast, mitochondrial fusion screen. mitochondrial fusion phenotypic screen, WT strain. inhibition, % at 10 µM. 2.1% of 190,000 active; in the data active = inhibition above about 58%; tested in S. cerevisiae
MT stabilizer: microtubule stabilizers in HeLa cells. HeLa tubulin immunostaining HCS, 24 h; share of cells brighter than vehicle mean+2SD. % tubulin-high responders, % at 10 µM. 0.83% of 200,000 active;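 active = plate Z-score above 3 for both tubulin-high and condensed-nucleus cell shares, with cell loss under 80%, at 10 µM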;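 also: anti alpha tubulin signal scored within the nucleus-defined area of each cell; some results filed as inactive read as strong as hits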
WT yeast gro inh mutant strain: further read-out of WT yeast gro inh, marked with its call; inhibition, %; mitochondrial fusion phenotypic screen, mutant strain inhibition
Dynein transport cytoplasmic EGFP: also measured in Dynein transport; calls as there; z-score; measured here: cytoplasmic GR-EGFP intensity; active compounds read high
Dynein transport nuclear GR-EGFP: second read-out of Dynein transport, no call of its own (marks repeat the call); z-score; measured here: nuclear GR-EGFP intensity;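 lower value marks the stronger effect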
Dynein transport cell count: also measured in Dynein transport; calls as there; z-score; measured here: cell count per field
b-catenin transl cell count 5 µM: recorded beside b-catenin transl, whose call it bears; cell count; measured here: cell count, cytotoxicity flag
T cell modulator vesicle-bound %: recorded beside T cell modulator, whose call it bears; double positive events, %; measured here: CD8+ vesicle-bound cell fraction;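 binding gate set so that unloaded-vesicle control wells show 10% double positive cells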
MT stabilizer Hoechst-high %: recorded beside MT stabilizer, whose call it bears; % Hoechst-high responders; measured here: nuclear condensation Hoechst responders;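 share of cells brighter than vehicle mean plus two SD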
MT stabilizer cytotoxicity %: second read-out of MT stabilizer, no call of its own (marks repeat the call); toxicity, %; measured here: cytotoxicity by cell density;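 0% = mean cell density of plate MIN control wells and 100% = no cells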
Autophagy mod cell loss 18 h: second read-out of Autophagy mod, no call of its own (marks repeat the call); toxicity, %; measured here: cell loss, nuclei count;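 cell loss after 18 h compound exposure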
* = called active by the depositor. Compounds as they come; 4.4% or so of the library scored in one or more.

What do the screens show for `CCCC(CCC)=NNC(=O)c1ccccc1F`?
P. falciparum M1AAP: 3%; Dynein transport: -0.53; Autophagy mod: inactive; P. falciparum M17LAP: -1%; b-catenin transl: -1.9; T cell modulator: inactive; Yfh1-depleted yeast: inactive; WT yeast gro inh: -8; MT stabilizer: 4.5; WT yeast gro inh mutant strain: 19; Dynein transport cytoplasmic EGFP: -0.21; Dynein transport nuclear GR-EGFP: -0.058; Dynein transport cell count: -0.42; b-catenin transl cell count 5 µM: 983; T cell modulator vesicle-bound %: 38; MT stabilizer Hoechst-high %: 3.0; MT stabilizer cytotoxicity %: 8.3; Autophagy mod cell loss 18 h: -1

What do the screens show for `CC(=O)NC1C(=O)N=C(SCC(=O)Nc2c(C)cccc2C)NC1=O` (stereo unspecified)?
P. falciparum M1AAP: -1%; Dynein transport: -0.52; Autophagy mod: inactive; P. falciparum M17LAP: -5%; b-catenin transl: -3.5; T cell modulator: inactive; Yfh1-depleted yeast: inactive; WT yeast gro inh: -1; MT stabilizer: 5.2; WT yeast gro inh mutant strain: 8; Dynein transport cytoplasmic EGFP: -0.28; Dynein transport nuclear GR-EGFP: 0.08; Dynein transport cell count: 0.33; b-catenin transl cell count 5 µM: 1208; T cell modulator vesicle-bound %: 20; MT stabilizer Hoechst-high %: 1.7; MT stabilizer cytotoxicity %: 10; Autophagy mod cell loss 18 h: 1

How did CC(C)(C)C1CCC(OCC(O)CN2CCN(c3ccccn3)CC2)CC1 (stereo unspecified) do in these assays?
P. falciparum M1AAP: -8%; Dynein transport: 0.83; Autophagy mod: inactive; P. falciparum M17LAP: -8%; b-catenin transl: -1.9; T cell modulator: inactive; Yfh1-depleted yeast: inactive; WT yeast gro inh: 31; MT stabilizer: 2.8; WT yeast gro inh mutant strain: 47; Dynein transport cytoplasmic EGFP: -0.22; Dynein transport nuclear GR-EGFP: 0.84; Dynein transport cell count: -1; b-catenin transl cell count 5 µM: 1111; T cell modulator vesicle-bound %: 42; MT stabilizer Hoechst-high %: 2.1; MT stabilizer cytotoxicity %: 9.6; Autophagy mod cell loss 18 h: -3

What do the screens show for `CCN1C=C(C(=O)OC)C(c2cccc(C)c2)C(C(=O)OC)=C1`?
P. falciparum M1AAP: 18%; Dynein transport: 0.057; Autophagy mod: inactive; P. falciparum M17LAP: -369%; b-catenin transl: -1.2; T cell modulator: inactive; Yfh1-depleted yeast: inactive; WT yeast gro inh: 4; MT stabilizer: 3.5; WT yeast gro inh mutant strain: -2; Dynein transport cytoplasmic EGFP: -0.2; Dynein transport nuclear GR-EGFP: 0.039; Dynein transport cell count: 0.83; b-catenin transl cell count 5 µM: 1165; T cell modulator vesicle-bound %: 5; MT stabilizer Hoechst-high %: 4.1; MT stabilizer cytotoxicity %: 6.3; Autophagy mod cell loss 18 h: 14

Results for O=C1N(Cc2cccnc2)C[C@@H]2C[C@@H](c3ccc4nonc4c3)N3CCC[C@@]123 ?
P. falciparum M1AAP: -4%; Dynein transport: -0.54; Autophagy mod: inactive; P. falciparum M17LAP: 8%; b-catenin transl: -2.4; T cell modulator: inactive; Yfh1-depleted yeast: inactive; WT yeast gro inh: -17; MT stabilizer: 3.2; WT yeast gro inh mutant strain: -16; Dynein transport cytoplasmic EGFP: -0.18; Dynein transport nuclear GR-EGFP: -0.36; Dynein transport cell count: -0.28; b-catenin transl cell count 5 µM: 1017; T cell modulator vesicle-bound %: 16; MT stabilizer Hoechst-high %: 1.9; MT stabilizer cytotoxicity %: 5.9; Autophagy mod cell loss 18 h: 2

How did CC(C)Sc1nc2ccccc2n1CC(=O)O do in these assays?
Dynein transport: -0.58; Autophagy mod: inactive; b-catenin transl: 2.0; T cell modulator: inactive; Yfh1-depleted yeast: inactive; WT yeast gro inh: -1; MT stabilizer: 2.2; WT yeast gro inh mutant strain: 0; Dynein transport cytoplasmic EGFP: -0.4; Dynein transport nuclear GR-EGFP: -0.028; Dynein transport cell count: 1.1; b-catenin transl cell count 5 µM: 952; T cell modulator vesicle-bound %: 13; MT stabilizer Hoechst-high %: 1.2; MT stabilizer cytotoxicity %: 3.7; Autophagy mod cell loss 18 h: 41

What do the screens show for `Cc1ccc(N2C(=O)C3C(C2=O)C(C(=O)c2ccc(Cl)cc2)N2CCCC32)cc1` (stereo unspecified)?
P. falciparum M1AAP: 8%; Dynein transport: -0.9; Autophagy mod: inactive; P. falciparum M17LAP: 5%; b-catenin transl: -0.9; T cell modulator: inactive; Yfh1-depleted yeast: inactive; WT yeast gro inh: 30; MT stabilizer: 0.9; WT yeast gro inh mutant strain: -3; Dynein transport cytoplasmic EGFP: 0.0085; Dynein transport nuclear GR-EGFP: -0.52; Dynein transport cell count: 0.27; b-catenin transl cell count 5 µM: 1185; T cell modulator vesicle-bound %: 50; MT stabilizer Hoechst-high %: 0.9; MT stabilizer cytotoxicity %: 7.9; Autophagy mod cell loss 18 h: -25

What do the screens show for `Cn1c(CO)cnc1S(=O)(=O)Cc1ccc([N+](=O)[O-])cc1`?
P. falciparum M1AAP: 9%; Autophagy mod: inactive; P. falciparum M17LAP: 1%; b-catenin transl: 1.1; T cell modulator: inactive; Yfh1-depleted yeast: inactive; WT yeast gro inh: 18; MT stabilizer: 1.5; WT yeast gro inh mutant strain: 7; b-catenin transl cell count 5 µM: 1043; T cell modulator vesicle-bound %: 55; MT stabilizer Hoechst-high %: 1.2; MT stabilizer cytotoxicity %: 4.4; Autophagy mod cell loss 18 h: 2

How did Cc1cccc(NC(=O)C(C)OC(=O)c2ccccc2NS(=O)(=O)c2cc(C)c(C)c([N+](=O)[O-])c2)c1 (stereo unspecified) do in these assays?
P. falciparum M1AAP: 1%; Dynein transport: 0.71; Autophagy mod: inactive; P. falciparum M17LAP: 1%; b-catenin transl: 1.9; T cell modulator: inactive; Yfh1-depleted yeast: inactive; WT yeast gro inh: 9; MT stabilizer: 5.8; WT yeast gro inh mutant strain: -10; Dynein transport cytoplasmic EGFP: -0.025; Dynein transport nuclear GR-EGFP: 0.84; Dynein transport cell count: -0.59; b-catenin transl cell count 5 µM: 1041; T cell modulator vesicle-bound %: 33; MT stabilizer Hoechst-high %: 1.4; MT stabilizer cytotoxicity %: 7.2; Autophagy mod cell loss 18 h: -2

What do the screens show for `COc1cccc(OCC(O)CN2CCN(c3ccccn3)CC2)c1` (stereo unspecified)?
P. falciparum M1AAP: -2%; Dynein transport: 0.57; Autophagy mod: inactive; P. falciparum M17LAP: -1%; b-catenin transl: -2.3; T cell modulator: inactive; Yfh1-depleted yeast: inactive; WT yeast gro inh: -8; MT stabilizer: 4.1; WT yeast gro inh mutant strain: -7; Dynein transport cytoplasmic EGFP: -0.25; Dynein transport nuclear GR-EGFP: 0.42; Dynein transport cell count: 0.25; b-catenin transl cell count 5 µM: 532; T cell modulator vesicle-bound %: 52; MT stabilizer Hoechst-high %: 1.3; MT stabilizer cytotoxicity %: 9.3; Autophagy mod cell loss 18 h: 3

Results for CCOC(=O)CNC(=O)C(Cc1ccccc1)NS(=O)(=O)c1cccs1 (stereo unspecified) ?
P. falciparum M1AAP: 1%; Dynein transport: 2.1; Autophagy mod: inactive; P. falciparum M17LAP: 4%; b-catenin transl: -2.1; T cell modulator: inactive; Yfh1-depleted yeast: inactive; WT yeast gro inh: -9; MT stabilizer: 8.2; WT yeast gro inh mutant strain: -12; Dynein transport cytoplasmic EGFP: 0.13; Dynein transport nuclear GR-EGFP: 1.9; Dynein transport cell count: -2.5; b-catenin transl cell count 5 µM: 843; T cell modulator vesicle-bound %: 33; MT stabilizer Hoechst-high %: 2.1; MT stabilizer cytotoxicity %: 12; Autophagy mod cell loss 18 h: -32

How did CCCCS(=O)(=O)NC1=NCN(Cc2ccco2)CN1 do in these assays?
P. falciparum M1AAP: 1%; Dynein transport: -1.4; Autophagy mod: inactive; P. falciparum M17LAP: 3%; b-catenin transl: 0.5; T cell modulator: inactive; Yfh1-depleted yeast: inactive; WT yeast gro inh: -5; MT stabilizer: 3.6; WT yeast gro inh mutant strain: 4; Dynein transport cytoplasmic EGFP: -0.074; Dynein transport nuclear GR-EGFP: -0.32; Dynein transport cell count: 0.61; b-catenin transl cell count 5 µM: 1388; T cell modulator vesicle-bound %: 44; MT stabilizer Hoechst-high %: 2.5; MT stabilizer cytotoxicity %: 10; Autophagy mod cell loss 18 h: -9

What do the screens show for `CC(C)(C)NC(=S)Nc1ccc(Nc2ccccc2)cc1`?
P. falciparum M1AAP: 10%; Dynein transport: 0.25; Autophagy mod: inactive; P. falciparum M17LAP: -6%; T cell modulator: inactive; Yfh1-depleted yeast: inactive; WT yeast gro inh: 73*; MT stabilizer: 4.1; WT yeast gro inh mutant strain: 34*; Dynein transport cytoplasmic EGFP: -0.23; Dynein transport nuclear GR-EGFP: -0.027; Dynein transport cell count: 0.76; T cell modulator vesicle-bound %: 44; MT stabilizer Hoechst-high %: 0.9; MT stabilizer cytotoxicity %: 4.0; Autophagy mod cell loss 18 h: 17
